# POLI inh – qHTS for Inhibitors of Polymerase Iota | DNA polymerase iota (Homo sapiens), Q9UNA4 | 390,000 tested, 1% active | Pol iota fluorescent replication assay, 10 min | Potency, µM (series often up to 115 µM), inactives show at the top dose activity, negative = inhibition, usual class: inhibitors
#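 Pol iota at 10 nM preincubated 15 min with compounds at room temperature; reaction started with fluorescent substrate, 50 nM final. Fluorescence read kinetically at 0 and 10 min; buffer-only wells as negative control.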
# HP1b chromo inh – HTS for Inhibitors of HP1-beta Chromodomain Interactions with Methylated Histone Tails | Chromobox protein homolog 1 (Homo sapiens), P83916 | AlphaScreen HP1-beta / biotin-H3K9me3 peptide binding | Potency, µM (highest dose often 114 µM), for the others: at the top dose activity change, negative = inhibition, usual class: inhibitors | 390,000 tested, 0.56% active; also: nearly all actives have a fitted effect of over 70% in size; inactives centre near 23
# Target sequence (P83916 whole entry, looked up): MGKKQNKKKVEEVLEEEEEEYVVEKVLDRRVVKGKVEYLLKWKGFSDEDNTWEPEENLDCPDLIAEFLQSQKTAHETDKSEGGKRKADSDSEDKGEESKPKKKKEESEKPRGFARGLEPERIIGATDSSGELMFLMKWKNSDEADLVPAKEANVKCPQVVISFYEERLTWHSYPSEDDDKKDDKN
#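 HP1-beta protein (50 nM final) preincubated 30 min at room temperature with biotinylated H3(1-18)K9me3 peptide (50 nM) in PBS pH 7.4, 0.01% Tween-20, then compound added for 30 min. AlphaScreen streptavidin donor/nickel chelate acceptor beads (10 ug/mL final), 30 min dark, luminescence read.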
# JMJD2A Tudor – qHTS Assay for Inhibitors of JMJD2A-Tudor Domain. 390,000 tested, 4.4% active. AlphaScreen JMJD2A-Tudor / H3K4me3 peptide binding. Potency, µM (titrated, usually from 114 µM), for the others: at the top dose activity change, negative = inhibition, hits mostly inhibitors; also: % is scaled to controls: 0 for no effect and ±100 for the full control effect; nearly all actives have a fitted effect of over 50% in size
# BLM inh – qHTS Assay for Inhibitors of Bloom's syndrome helicase (BLM); recombinant BLM DNA unwinding, fluorescence dequenching; 350,000 tested, 0.2% active; RecQ-like DNA helicase BLM (Homo sapiens), P54132; Potency, µM (doses to about 56.1 µM), for inactives: top-dose activity change, negative = inhibition, actives largely listed as inhibitors; AID 2528, 2010;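 also: plate controls were vehicle for no effect and no enzyme for full effect; nearly all actives have a fitted effect of over 35% in size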
# G9a inh – qHTS Assay for Inhibitors of Histone Lysine Methyltransferase G9a; Histone-lysine N-methyltransferase EHMT2 (Homo sapiens), Q96KQ7; G9a H3K9 monomethylation, AlphaScreen, 2 h; Potency, µM (series often up to 102 µM), for inactives: at the highest dose activity, negative = inhibition, usual class: inhibitors; 350,000 tested, 8.8% active; AID 504332, 2011; also: % is scaled to controls: 0 for no effect and ±100 for the full control effect; nearly all actives have a fitted effect of over 75% in size
#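 Signal arises when biotinylated H3K9 peptide, once monomethylated, bridges streptavidin donor and antibody-captured acceptor beads. Enzyme at 20 nM was preincubated 15 min with test compounds; peptide 500 nM and SAM 20 uM then reacted for 2 h.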
# BAZ2B inh – qHTS Assay for Inhibitors of BAZ2B; Bromodomain adjacent to zinc finger domain protein 2B (Homo sapiens), Q9UIF8; AlphaScreen BAZ2B-H3K14Ac peptide displacement; Potency, µM (highest dose often 114 µM), without a hit: at the top dose activity change, negative = inhibition, most hits filed as inhibitors; 360,000 tested, 4.4% active; also: % is scaled to controls: 0 for no effect and ±100 for the full control effect; nearly all actives have a fitted effect of over 60% in size
#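 Protein-peptide AlphaScreen: BAZ2B 50 nM, b-H3K14Ac 50 nM, 1x PBS pH 7.4 + 0.01% Tween-20. Preincubation 30 min RT; cpd 30 min RT (top 110 uM); beads 20 min RT, light-protected.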
# PGK inhibitor – qHTS Assay to Find Inhibitors of Phosphoglycerate Kinase. Phosphoglycerate kinase, glycosomal (Trypanosoma brucei brucei), P07378. PGK/GAPDH coupled, Kinase-Glo luminescence, 60 min. Potency, µM (highest dose often 57.5 µM), for inactives: at the highest dose activity change, negative = inhibition, usual class: inhibitors. 380,000 tested, 0.043% active; also: % is scaled to controls: 0 for no effect and ±100 for the full control effect; nearly all actives have a fitted effect of over 60% in size
#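 Recombinant glycosomal PGK reaction used 1,3-bisphosphoglycerate generated in-well by GAPDH (100nM final) in 100mM TEA pH 7.6, 5mM MgCl2, 0.01% Tween-20. After 60 minutes at room temperature, ATP was read by Kinase-Glo Plus luminescence end-point.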
# Pin1 inhibitor – qHTS Assay to Find Inhibitors of Pin1; 390,000 tested, 0.009% active; AID 504891, 2011; Potency, µM (titrated, usually from 115 µM), for the others: at the highest dose activity, negative = inhibition, hits mostly inhibitors; Pin1 FP peptide displacement, HiFluor488, 10 min; Peptidyl-prolyl cis-trans isomerase NIMA-interacting 1 (Homo sapiens), Q13526; active = well fitted inhibition curve with a large enough effect in the polarisation, with a control signal flat, not every such curve was filed as active; inconclusive = small, poorly fitted or top-dose-only effect, or effect the other way, or a change in a side signal; inactive = no such curve, though single readings can be large or run the other way; the % refers to the polarisation; also: % is scaled to controls: 0 for no effect and ±100 for the full control effect
# Target sequence (Q13526 whole entry, looked up): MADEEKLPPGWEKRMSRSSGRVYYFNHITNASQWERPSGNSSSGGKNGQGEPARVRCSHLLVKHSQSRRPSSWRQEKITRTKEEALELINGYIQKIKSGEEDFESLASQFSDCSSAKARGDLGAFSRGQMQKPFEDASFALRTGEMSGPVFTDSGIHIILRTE
# GLS inh – qHTS for Inhibitors of Glutaminase (GLS); AID 624170, 2012; 410,000 tested, 0.21% active; Glutaminase kidney isoform, mitochondrial (Homo sapiens), O94925; GLS enzymatic activity, qHTS titration; Potency, µM (doses to about 45.5 µM), inactives show top-dose activity change, negative = inhibition, hits mostly inhibitors; also: % is scaled to controls: 0 for no effect and ±100 for the full control effect
# Target sequence (O94925 whole entry, looked up, canonical isoform): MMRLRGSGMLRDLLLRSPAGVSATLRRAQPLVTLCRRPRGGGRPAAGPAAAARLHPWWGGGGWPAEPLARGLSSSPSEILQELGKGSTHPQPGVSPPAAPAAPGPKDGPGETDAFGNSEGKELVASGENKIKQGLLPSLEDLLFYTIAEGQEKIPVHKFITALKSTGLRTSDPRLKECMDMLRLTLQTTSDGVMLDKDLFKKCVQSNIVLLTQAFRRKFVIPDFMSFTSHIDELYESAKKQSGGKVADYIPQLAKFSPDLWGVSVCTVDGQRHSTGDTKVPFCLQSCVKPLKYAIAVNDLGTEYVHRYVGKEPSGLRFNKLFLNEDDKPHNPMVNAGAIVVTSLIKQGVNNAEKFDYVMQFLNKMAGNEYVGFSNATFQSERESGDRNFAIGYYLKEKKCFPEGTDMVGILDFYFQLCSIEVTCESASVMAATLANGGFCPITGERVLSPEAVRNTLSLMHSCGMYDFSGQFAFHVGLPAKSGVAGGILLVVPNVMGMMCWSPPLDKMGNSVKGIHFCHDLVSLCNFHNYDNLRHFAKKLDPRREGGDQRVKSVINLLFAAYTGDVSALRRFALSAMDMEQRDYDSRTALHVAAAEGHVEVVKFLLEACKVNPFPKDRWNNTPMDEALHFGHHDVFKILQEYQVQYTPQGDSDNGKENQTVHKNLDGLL
#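 Glutamate formation by hKGA was monitored fluorometrically using coupled glutamate oxidase, HRP and Amplex Red. Substrate was added as 1 mM L-glutamine solution; incubation was 30 min at RT after an initial read.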
# An asterisk follows results filed as active; i = inactive; ? = inconclusive; / = not tested or not shown; & = joins results of further samples; [ ] = dose if it differs, or a comment. Unless noted, calls follow the shape of the dose curve; as a rule, active = well fitted curve in the direction sought with a large enough effect; inconclusive = small, poorly fitted or top-dose-only effect, or another doubt; inactive = no such curve, though single readings can be large; an effect the other way counts as inactive or inconclusive. Potency is read from the fitted curve at half-maximal effect. Some of the compounds tested; rates above refer to the full screens.
cpd	SMILES	POLI inh	HP1b chromo inh	JMJD2A Tudor	BLM inh	G9a inh	BAZ2B inh	PGK inhibitor	Pin1 inhibitor	GLS inh
1	CCCCc1nc(NCc2ccccc2)c(C#N)c2c1CCCC2	21.8%	136.5%[activator]	82.6%[activator]	-4.4%	165.2%[activator]	55.7%[activator]	7.0%	-3.2%	-4.1%
2	O=C(c1c(F)cccc1F)N1CCN=C1SCc1ccccc1	-5.8%	58.0%[activator]	11.6%	-7.9%	39.9%[activator]	16.5%	i	5.5%	-9.3%
3	O=C(O)C1CCCCC1C(=O)NCc1ccncc1 (stereo not given)	9.0%	34.7%	-16.3%	-0.9%	15.0%[59 µM]	-2.4%	-6.5%	0.3%	-2.2%
4	Cc1ccc2[nH]c(CSc3nnc(NC(=O)COc4ccccc4)s3)cc(=O)c2c1	-5.4%	24.6%[57 µM]	-12.3%	0.8%	-24.5%[59 µM]	5.0%	-4.6%	32.8%[activator]	-3.1%
5	COc1ccc2c(c1)CCC/C2=N\OC(=O)c1ccccc1F	3.0%	95.3%[activator]	35.2%	-7.6%	59.6%[activator]	1.7%	-0.7%	-4.2%	-7.0%
6	COc1ccc(CCNC(=O)c2nnn(-c3cccc(C)c3)c2N)cc1OC	10.9%	11.3%	-16.3%	-5.3%	-1.1%[59 µM]	-1.9%	0.7%	-0.1%	-7.5%
7	O=C1OC2(c3ccccc31)c1cc(I)c(O)c(I)c1Oc1c2cc(I)c(O)c1I	/	/	/	22.4µM*	?	10µM*	/	/	?
8	COc1ccc(Oc2cc(C(F)(F)F)nc(N(C)C)n2)cc1	25.6%	159.4%[activator]	114.1%[activator]	-10.4%	234.5%[activator]	92.4%[activator]	i	7.9%	1.7%
9	COc1ccc(S(=O)(=O)Nc2ccccc2C(F)(F)F)cc1	-1.0%	24.3%	-4.4%	0.0%	-36.0%[12.7 µM]	3.4%	-5.5%	-1.6%	0.7%
10	Cc1ccccc1OCCCC(=O)Nc1ccc(N2CCOCC2)cc1	28.1%	9.1%	-21.5%	1.5%	44.7µM*	0.6%	/	3.5%	31.4%
11	Cc1cccc(NC(=O)C(C)C(=O)c2ccccc2)c1 (stereo not given)	1.6%	34.4%	8.8%	0.3%	18.0%	3.5%	-6.1%	-0.1%	2.6%
12	CCOc1ccccc1OCCC(=O)Nc1ccc2c(c1)OCO2	14.9%	15.3%	-22.2%	/	/	/	i	-2.8%	0.4%
13	CN(C)c1ccc(N/C(=N\S(=O)(=O)c2cccs2)c2ccccc2)cc1	16.9%	?	44.7µM*	-8.4%	4.47µM*	44.7µM*	-4.8%	-1.6%	-1.4%
14	O=C(O)CCCn1cc(NC(=O)COc2ccccc2)cn1	?	16.3%	-3.5%	-1.4%	/	-4.3%	-11.5%	-7.6%	-0.2%
15	CCc1c(C)sc(NC(=O)/C=C/c2ccc3c(c2)OCO3)c1C(=O)OC	15.8%	70.6%[activator]	6.1%	0.2%	88.9%[activator][59 µM]	33.8%	i	13.9%	7.7%
16	CCOc1ccc(N2C(=O)CC(NCCNc3ccc([N+](=O)[O-])cn3)C2=O)cc1 (stereo not given)	37.1%[activator]	40.6%[activator]	-24.5%	-10.6%	3.16µM*	-19.9%	-6.8%	-8.4%	1.6%
17	CCOc1ccc(S(=O)(=O)N(CC(=O)Nc2cccnc2)c2ccccc2)cc1	-8.6%	41.8%[activator]	-5.5%	-4.9%	-28.5%[59 µM]	-12.7%	-9.6%	2.2%	1.5%
18	COc1ccc(S(=O)(=O)N[C@H](C(=O)N2CC[C@@]3(O)CCCC[C@H]3C2)c2ccccc2)cc1	18.7%	52.4%[activator]	-1.5%	1.2%	6.1%	8.7%	-3.3%	-2.8%	3.9%
19	CC(C)(C)[C@H]1CCC(=O)N([C@H](CSc2ccccc2)Cc2ccccc2)CC1	43.5%&29.6%[activator]	45.5%	4.2%	-5.7%	50.4%[activator]	0.3%	9.3%	?	?
20	COc1ccc(NC(=O)COc2ccc3oc(=O)cc(C)c3c2)cc1	102.8%[activator]	7.8%	-6.9%	-5.4%	/	0.3%	2.3%	0.9%	-2.7%
21	CNc1oc(Cc2ccccc2)nc1S(=O)(=O)c1ccccc1	3.5%	?	3.16µM*	3.8%	?	4.1%	-0.2%	/	?
22	Cc1ccc(NC(=O)N2CCC(NC(=O)c3cccc(C)c3)CC2)cc1	?	?	39.8µM*	-8.1%	7.94µM*	50.1µM*	-1.9%	-0.5%	?
23	Cc1cc(NCc2ccc3c(c2)OCO3)n2nc(C)nc2n1	3.1%	24.5%	-5.0%	5.4%	-18.4%[59 µM]	10.0%	-4.9%	-3.5%	2.2%
24	COc1ccc(-c2csc(NC(=S)NC(=O)c3ccco3)n2)cc1	13.7%	21.9%	-17.2%	-10.9%	?	-6.4%	-11.3%	1.1%	-1.1%
25	CC(C)(C)CN1C(=O)C(=O)NC[C@@H]1CCCCN	-11.3%	69.4%[activator]	-9.3%	/	/	/	i	-2.9%	-0.8%
26	Cc1ccc(CNC(=O)C2CNc3cc(C)ccc3O2)cc1 (stereo not given)	4.4%	-10.2%	-32.4%	-3.4%	3.3%	-5.2%	-8.4%	-2.4%	11.2%
27	Cn1cc(CCC(=O)NCCCc2ccccc2)c2ccccc21	-4.2%	29.7%	-29.5%	-7.4%	?	-25.3%	i	-7.8%	-3.9%
28	C#CCSc1nc2sc3c(c2c(=O)n1Cc1ccccc1)CCCC3	2.4%	29.9%	-14.7%	-3.6%	-0.1%[59 µM]	-12.8%	6.2%	?	-2.1%
29	CCCNS(=O)(=O)c1ccc(OCC(=O)N2CCN(c3ccccc3)CC2)cc1	9.2%	0.0%	1.4%	-3.5%	-1.8%	-19.1%	1.5%	-4.0%	7.2%
30	Cc1cc(C)c(C(=O)CSc2nc3ccccc3c(=O)[nH]2)cc1C	107.3%[activator]	8.3%	-36.1%	-7.8%	-33.2%	-15.1%	-4.7%	-1.6%	2.0%
31	CCN(CC)c1ccc(S(=O)(=O)N(CC)CC)cc1NC(=O)c1cccnc1	139.1%[activator]	41.4%[activator]	-8.2%	0.3%	3.4%	-14.5%	0.8%	4.4%	-7.7%
32	CC(C)N(C)Cc1cn(C)nc1-c1ccc(Oc2ccccc2)cc1	105.4%[activator]	-1.3%	-29.0%	3.4%	20.1%[0.501 µM]	3.0%	3.4%	-4.8%	-23.3%
33	COc1cc2c(cc1NC(=O)CN(C)Cc1cccc(OC)c1OC)oc1ccccc12	5.5%	37.0%	-13.5%	-5.8%	16.7%[59 µM]	13.9%	0.2%	35.4%[activator]	-5.8%
34	Cc1ccc(NC(=O)Nc2ccc3c(c2)nnn3C)cc1C	3.0%	27.2%	-5.5%	1.7%	/	-7.1%[57.1 µM]	-6.9%	-0.8%	-18.9%
35	Cc1ccc(S(=O)(=O)N2CCC(C(=O)N3CCCCCCC3)CC2)cc1	-12.3%	28.8%	-7.6%	/	/	/	-10.7%	3.2%	10.5%
36	CCC(C)NC(=O)CSC1=Nc2ccccc2C2=NC(CC(=O)NCc3ccccc3)C(=O)N12 (stereo not given)	3.2%	16.5%	0.7%	-8.0%	?	-3.9%	-5.6%	5.5%	?
37	Cc1ccc(NC(=O)CS(=O)CC(=O)N(CC(=O)NC2CCCC2)c2cccc(C)c2C)cc1 (stereo not given)	59.3%[activator]	27.6%	-19.4%	-5.8%	1.2%[59 µM]	19.3%	-4.8%	-4.6%	-6.0%
38	O=C(NC1CCCCC1)n1c(=O)oc2ccc(Cl)cc21	-6.6%	28.5%	-16.9%	-4.2%	6.9%[59 µM]	-2.0%	-4.8%	2.3%	2.3%
39	CCc1ccc(N=C2N=C(N)c3ccccc32)cc1	9.9%	99.4%[activator]	-9.6%[11.4 µM]	0.3%	-7.9%	-36.2%	-6.9%	-5.8%	-7.2%
40	COc1ccc(C)cc1NC(=O)CCS(=O)(=O)c1cc2c3c(c1)CCN3C(=O)CC2	23.7%	70.8µM*	31.6µM*	-0.1%	8.91µM*	-15.6%	7.2%	0.5%	-2.8%
41	CC(C)(C)NC(=O)COC(=O)CNC(=O)c1cc(Cl)cc([N+](=O)[O-])c1	51.5%[activator]	10.4%	-19.9%	0.2%	1.8%[59 µM]	-3.8%	-8.5%	-0.9%	2.6%
42	Cc1ccccc1C(=O)Nc1ccc(N2CCN(C(=O)c3ccco3)CC2)cc1	129.6%[activator]	-1.9%	-6.3%	-4.5%	-10.5%	0.6%	1.6%	2.0%	-8.6%
43	CCn1c(CCNC(=O)c2ccc(OC)cc2)nnc1SCc1ccc(Cl)c(Cl)c1	12.0%	?	-29.9%	-3.0%	-35.6%[59 µM]	-5.1%	-5.4%	2.5%	10.7%
44	Cc1ccc(NC2=CC(=O)C(=O)c3ccccc32)cc1	11.2µM*	-29.2%	?	?	?	39.8µM*	0.0%	-13.2%	9.7%

# Entries above shown as hits in HP1b chromo inh.
cpd	SMILES	POLI inh	HP1b chromo inh	JMJD2A Tudor	BLM inh	G9a inh	BAZ2B inh	PGK inhibitor	Pin1 inhibitor	GLS inh
40	COc1ccc(C)cc1NC(=O)CCS(=O)(=O)c1cc2c3c(c1)CCN3C(=O)CC2	23.7%	70.8µM*	31.6µM*	-0.1%	8.91µM*	-15.6%	7.2%	0.5%	-2.8%
